# FBW7 activator = activators of human E3 ligase FBW7; AlphaScreen FBW7–phospho-cyclin E peptide binding, activator screen; Q969H0; normalized activity (activation), % at 26.1 µM; 650,000 tested, 0.13% active; in the data active means normalized activity above about 1.9%;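 further: purified mutant Fbw7 with reduced substrate affinity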
# Target sequence (Q969H0 whole entry, looked up): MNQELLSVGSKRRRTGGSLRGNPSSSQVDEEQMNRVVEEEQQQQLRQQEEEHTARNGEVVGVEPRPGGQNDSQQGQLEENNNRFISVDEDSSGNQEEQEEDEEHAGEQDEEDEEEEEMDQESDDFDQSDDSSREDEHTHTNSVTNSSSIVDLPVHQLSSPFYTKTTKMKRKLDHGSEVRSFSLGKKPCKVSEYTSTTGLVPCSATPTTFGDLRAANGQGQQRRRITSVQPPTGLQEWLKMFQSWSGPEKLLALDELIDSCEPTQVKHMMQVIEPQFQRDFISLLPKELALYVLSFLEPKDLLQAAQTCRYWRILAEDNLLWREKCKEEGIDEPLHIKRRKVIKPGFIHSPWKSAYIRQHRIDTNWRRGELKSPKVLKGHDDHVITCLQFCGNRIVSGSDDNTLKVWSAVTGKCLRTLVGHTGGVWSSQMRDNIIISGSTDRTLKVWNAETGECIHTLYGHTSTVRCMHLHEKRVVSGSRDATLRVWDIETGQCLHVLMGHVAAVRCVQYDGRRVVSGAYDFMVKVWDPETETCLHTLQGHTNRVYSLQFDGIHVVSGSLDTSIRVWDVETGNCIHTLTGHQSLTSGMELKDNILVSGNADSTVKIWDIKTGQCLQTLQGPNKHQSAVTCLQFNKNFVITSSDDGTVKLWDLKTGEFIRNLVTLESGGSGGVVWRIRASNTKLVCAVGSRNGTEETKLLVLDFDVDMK
# GPR151 ag = activators of human GPR151 | Q8TDV0 | PathHunter beta-arrestin GPR151 cells, luminescence | activation, % at 11.2 µM | 650,000 tested, 1% active; in the data active means activation above about 4.9%;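 further: 0% = median of compound wells and 100% = cells with positive control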
# TEAD-YAP inh = TEAD-YAP interaction inhibition; HEK-TIYL cells, TEAD-Gal4/YAP UAS-luciferase luminescence; inhibition, % at 9.12 µM; 640,000 tested, 1.4% active; in the data active means inhibition above about 32%;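 further: 0% = median of test compound wells and 100% = reference inhibitor wells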
# MITF inh = blocks human microphthalmia-associated transcription factor | AlphaScreen MITF homodimerization, bead proximity signal | inhibition, % at 2.6 µM | 650,000 tested, 0.91% active; in the data active means inhibition above about 50%;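 further: 0% = vehicle wells with protein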
# The depositor's hits bear a star; & = joins results of further samples.
# The first three compounds as a preview:
# Order of values: FBW7 activator	GPR151 ag	TEAD-YAP inh	MITF inh
O=C(O)c1ccccc1-c1ccccc1C(=O)Nc1ccccc1O
 : -0.1	-0.4	-9	2
Nc1nccc(-c2ccc3nc(C4COc5ccc(C(=O)NCc6ccccc6)cc5C4)[nH]c3c2)n1 (stereo unspecified)
 : -0.1	-2.1	-5	4
CCCCn1nnc(NC(=S)NC(=O)c2ccc(OCC)c([N+](=O)[O-])c2)n1
 : -0.2	0.4	1	-9

# Main list, previewed entries included:
# Order of values: FBW7 activator	GPR151 ag	TEAD-YAP inh	MITF inh
O=C(O)c1ccccc1-c1ccccc1C(=O)Nc1ccccc1O
 : -0.1	-0.4	-9	2
Nc1nccc(-c2ccc3nc(C4COc5ccc(C(=O)NCc6ccccc6)cc5C4)[nH]c3c2)n1 (stereo unspecified)
 : -0.1	-2.1	-5	4
CCCCn1nnc(NC(=S)NC(=O)c2ccc(OCC)c([N+](=O)[O-])c2)n1
 : -0.2	0.4	1	-9
Cc1cc(Cl)ccc1NC(=O)c1ccc(Br)o1
 : -0.3	0.3	-34	-6
CN[C@@H]1C(O)[C@@H](O[C@@H]2[C@@H](O)[C@H](O[C@H]3OC(CN)=CC[C@H]3N)[C@@H](N)C[C@H]2N)OC[C@]1(C)O (stereo partly specified)
 : 0.0&0.1&-0.1	2.7&0.6&0.3	1&3	16&-3&6
Cc1oc2ccccc2c1CNC(=O)Nc1ccc(Br)cc1
 : 0.2	-0.8	5	4
COc1ccc(CN2CCN(c3cc(Nc4ccc5c(c4)OCCO5)c4c5c(onc35)-c3ccccc3C4=O)CC2)c(OC)c1OC
 : -0.3	0.6	13	-1
CCN(CC(=O)Nc1ccc(C(C)=O)cc1)CC(=O)Nc1ccccc1C(F)(F)F
 : -0.2	1.4	14	4
N#CC1=C(N)C(C#N)(C#N)C(c2cccc(F)c2F)C2CN(Cc3ccccc3)CC=C12 (stereo unspecified)
 : 0.1	-0.4	5	3
Cc1ccc2c(c1)C(=O)C(=O)N2CC(=O)OCc1ccccc1
 : -0.5	1.0	4	1
COC(CNc1cc(-c2cccnc2)nc(C)n1)OC
 : 0.1	-0.1	-5	-1
Cc1ccc(C(=O)Nc2ccc3oc(-c4cccc(Cl)c4Cl)nc3c2)cc1[N+](=O)[O-]
 : 0.0	-1.5	2	2
Cc1ccc(-c2nc(CS(=O)(=O)CC(=O)NC3CCCc4ccccc43)c(C)o2)cc1 (stereo unspecified)
 : 0.3	-0.2	-17	-3
CC1=C(C(=O)OC2CCCCC2)C(c2ccccc2OC(C)C)C2=C(CCCC2=O)N1 (stereo unspecified)
 : 0.0	-1.6	1	1
O=C1COc2cc(-c3c(N4CCOCC4)c(=O)c3=O)ccc2N1
 : -0.1	-1.0	4	-2
Cc1cccc(-n2cnc3cc(C(=O)NCc4cccnc4)ccc32)c1
 : -0.1	0.1	4	-2
O=C1NC2(CCN(C(=O)c3cc(-c4ccccc4Cl)on3)CC2)Nc2ccccc21
 : 0.0	-0.1	5	-2
CC(C)=C1C2C=CC1C(C(=O)Nc1ccccc1)C2C(=O)O (stereo unspecified)
 : 0.7	0.3	1	15
COc1ccc(N2CCN(C3CCCN(C(=O)CCN4CCCCO4)C3)CC2)cc1 (stereo unspecified)
 : 0.0	5.3*	-5	6
COc1ccccc1/C=N/Nc1snc(SC)c1C#N
 : 0.1	-0.2	2	-8
COc1cc(N2C(=O)C3C4CCC(C4)C3C2=O)cc(OC)c1OC (stereo unspecified)
 : 0.5	-0.5	1	8
Cc1ccc(S(=O)(=O)N(C)c2c(C)ccc(S(=O)(=O)NCCC(=O)O)c2C)cc1
 : 0.1	1.2	-2	7
Cn1cc(CCCC(=O)NN)c2ccccc21
 : 0.1	1.4	5	1
CC1N(C)c2cc(S(=O)(=O)O)ccc2C1(C)C (stereo unspecified)
 : -0.3	2.4	11	6
CC(Oc1ccc(F)cc1Cl)C(=O)NC(C)(C#N)C(C)C (stereo unspecified)
 : -0.2	-1.1	-12	2
CC(=O)c1c2c(n3ccccc13)C(=O)c1ccccc1C2=O
 : -0.1	-0.6	-4	-13
c1cncc(CSc2nnc3c(n2)[nH]c2ccccc23)c1
 : -0.2	-0.1	3	13
O=C(OCCOc1ccc(Br)cc1)c1ccc[n+]([O-])c1
 : -0.1	0.1	-7	5
CCOC(=O)Cn1c(=O)oc2cc(S(=O)(=O)NCc3ccc(Cl)cc3)ccc21
 : -0.1	0.1	-2	8
CCOC(=O)c1sc2nc(SCC(=O)Nc3ccc(N(C)C)cc3)n(Cc3ccc(OC)cc3)c(=O)c2c1C
 : 0.0	2.2	-14	-3
CC1=CC(=C(C#N)C#N)C=C(C)N1CCc1ccccc1
 : 0.0	-1.6	26	-20
Cc1ccc2nc(NC(=O)c3ccccc3[N+](=O)[O-])sc2c1
 : 0.1	-0.6	-51	-18
COc1ccc(-n2nnc3c(=O)n(CC(=O)OCc4ccccc4)cnc32)cc1
 : -0.1	0.5	9	-4
Cc1ccc(-c2nc3ccccc3s2)cc1NC(=O)COc1ccccc1C
 : -0.1	1.4	-5	1
COC(=O)c1cc(NC2c3ccccc3C(=O)N2c2ccc(C)cn2)cc(C(=O)OC)c1 (stereo unspecified)
 : 0.1	-0.1	-5	2
c1ccc(Oc2ccc3ccccc3n2)cc1
 : 0.0	-0.2	-29	4
O=C(O)c1cc(N/N=C/c2cccc(F)c2)ccc1Cl
 : 0.0	-3.1	-59	-3
CCCCOC(=O)CSC1=C(C#N)C(c2ccco2)C(C(=O)Nc2ccc(Cl)cc2)=C(C)N1 (stereo unspecified)
 : 0.0	-0.4	-13	-10
CC1=NN(C(=O)NS(=O)(=O)c2ccccc2Cl)C(C)(C)C1
 : 1.0	-1.2	2	13
COc1ccc(CCNc2nc3c(c(=O)n(C)c(=O)n3C)n2Cc2ccc(Cl)cc2Cl)cc1OC
 : 0.1	-0.5	-17	3
Cc1sccc1/C=N/NC(=O)OC(C)(C)C
 : 0.1	-2.0	-33	14
CCN1C/C(=C/c2ccc(O)cc2)C(=O)/C(=C/c2ccc(O)cc2)C1
 : -0.1	0.8	18	2
COc1ccc(C2=CSC3=NCCN23)cc1Cl
 : -0.1	-1.3	7	10
CCN1C(=O)c2cccc3c(S(=O)(=O)Nc4cccc(C)n4)ccc1c23
 : -0.1	-0.4	-27	-8
Cc1cccc(C2N3CC4(C)CN2CC(C)(C3)C4O)c1 (stereo unspecified)
 : 0.1	-1.2	-5	-5
Cc1ncc(C(=O)NCc2ccccc2)c(C(F)(F)F)n1
 : 0.0	-1.3	-12	1
CC(C)(C)C(=O)NCc1nc(-c2ccc(Cl)cc2)no1
 : 0.3	0.4	-7	21
c1cnc2nc(-c3ccsc3)c(Nc3ccc4c(c3)OCO4)n2c1
 : 0.8	-3.8	-1	17
COc1ccc(NC(=O)Cn2nnc(-c3ccccc3NC(=O)c3ccc(C)cc3)n2)cc1
 : -0.1	0.7	-3	7
CCOc1cccc(C2CC(c3cccc(OC)c3)=NC(C(C)C)N2)c1O (stereo unspecified)
 : 0.2	-0.4	36*	3
O=C(O)C1=NN(c2ccccc2C(F)(F)F)C(=O)CC1
 : -0.1	-1.9	-3	0
O=C(CN1C(=O)NC2(CCCCC2)C1=O)c1ccc(Cl)cc1
 : 0.0	1.0	-30	0
CCOC(=O)Cc1csc(NC(=O)CSc2nc(N)cc(=O)[nH]2)n1
 : 0.1	-1.7	-2	14
Cc1cc(Nc2ccc(Oc3ccccc3)cc2)nc(-c2ccc(N3CCOCC3)nc2)n1
 : -0.1	0.7	-12	-14
COc1cc(/C=N/Nc2ccc(C(F)(F)F)cn2)cc(OC)c1O
 : -0.2	0.4	1	-10
CCCCNC(=O)NNC(=O)COc1cccc(Br)c1
 : 0.1	1.6	2	-2
COc1cc(OC)c(CNc2ccc3c(c2)OCO3)cc1Br
 : 0.1	1.0	-6	18
CCn1cc(CN2CCC(C3(Cc4ccccc4F)NC(=O)NC3=O)CC2)c(C)n1 (stereo unspecified)
 : 0.1	0.3	-3	14
CCCCN(C)CCCN(Cc1cccs1)C(=S)Nc1ccc(C)c(C)c1
 : -0.1	0.8	4	-5
CNC(=O)c1ccc2c(c1)C1C3CCC(C3)C1C(c1ccccc1)N2 (stereo unspecified)
 : -0.1	-0.8	-12	-5

# Later entries.
# Order of values: FBW7 activator	GPR151 ag	TEAD-YAP inh	MITF inh
O=C(CCCC(=O)OCC(Cl)=C(Cl)Cl)NC1CCCCC1
 : 0.7	1.1	1	17
Cc1oc2ccc(OCc3c(Cl)cccc3Cl)cc2c1C(=O)OC(C)C
 : 0.6	-0.8	-5	8
COc1ccc(C(/C=C2\N(C)c3ccccc3C2(C)C)C[N+](=O)[O-])cc1 (stereo unspecified)
 : 0.1	0.9	16	11
COc1ccc(NC(=O)c2ccccc2Br)c([N+](=O)[O-])c1
 : -0.1	2.7	1	-10
CNC(=O)CN1C(=O)C2C3C=CC(C3)C2C1=O (stereo unspecified)
 : 0.1	-1.3	0	5
COc1cccc(C=Nc2ccc(Br)cc2C(=O)O)c1O
 : 1.3	-0.5	13	3
Cc1nccn1CCCNC(=O)CC1C(=O)NCCN1Cc1ccccc1C(F)(F)F (stereo unspecified)
 : -0.1	0.9	-2	-13
COc1ccccc1NC(=S)N(CCN1CCCCCC1)Cc1cccs1
 : 0.0	0.2	3	-5
Cc1cc(=O)nc2c3ccccc3n(C(C)C(=O)NCc3ccc(F)cc3)n12 (stereo unspecified)
 : 0.5	-0.2	13	-1
CCCNC(=O)Cn1nc(-c2cc3c(s2)CCC3)oc1=O
 : -0.1	-1.0	-27	1
CC(=O)c1cccc(NC(=O)Cn2c(-c3nonc3N)nc3ccccc32)c1
 : 0.0	0.7	12	0
CN(CCOc1ccc(C[C@H](Nc2ccccc2C(=O)c2ccccc2)C(=O)O)cc1)c1ccccn1
 : -0.2&0.2&-0.1	-1.1&1.0&1.0	7&7	7&22&2
COC(=O)c1ccc(OCC(=O)N=Nc2c(O)[nH]c3ccccc23)cc1
 : -0.1	0.6	-6	7
CCOc1cccc(NC(=O)C2CC(=O)N(C)C(=Nc3ccc(Cl)cc3)S2)c1 (stereo unspecified)
 : 0.3	-1.9	-6	8
CSc1nnc2c(n1)OC(c1cccnc1)Nc1ccccc1-2 (stereo unspecified)
 : -0.1	0.3	-2	2
CC1=NC(N2CCN(C)CC2)c2c(sc(C(=O)N3CCCC3)c2C)N1 (stereo unspecified)
 : -0.1	-1.0	-9	-7
CCOC(=O)C1=C(N)CC(c2ccccc2)NC1c1ccccc1 (stereo unspecified)
 : 0.0	1.1	-8	4
O=C(CCc1nnc(CCc2ccccc2)o1)NCCc1cscn1
 : 0.0	1.1	1	4
CCCCN(C)CCC(=O)Nc1ccc(Cl)cc1
 : 0.0	0.0	6	12
O=C(CC1(O)C(=O)Nc2ccccc21)c1ccccc1C(F)(F)F (stereo unspecified)
 : 0.2	-0.4	13	10

# Entries of single compounds, quoted from the list. Order of values: FBW7 activator, GPR151 ag, TEAD-YAP inh, MITF inh
# `CC(=O)c1cccc(NC(=O)Cn2c(-c3nonc3N)nc3ccccc32)c1` is listed with 0.0, 0.7, 12, 0
# `COc1ccc(NC(=O)c2ccccc2Br)c([N+](=O)[O-])c1` is listed with -0.1, 2.7, 1, -10
# `CNC(=O)CN1C(=O)C2C3C=CC(C3)C2C1=O` (stereo unspecified) is listed with 0.1, -1.3, 0, 5
# `O=C(CCCC(=O)OCC(Cl)=C(Cl)Cl)NC1CCCCC1` is listed with 0.7, 1.1, 1, 17
# `COc1cccc(C=Nc2ccc(Br)cc2C(=O)O)c1O` is listed with 1.3, -0.5, 13, 3
